Assay outcomes (PubChem)
TRPV1 ag – HTS Assay for Compounds that Act as Agonists of the Vanilloid Receptor 1 | Transient receptor potential cation channel subfamily V member 1 (Homo sapiens), Q8NER1 | TRPV1-expressing cells, Fluo-8 calcium influx, agonist mode | activation, % at 8.33 µM | actives 0.19% (n = 320,000); in the data active = activation above about 80%; inconclusive = between about 30% and that limit; note: 0% is about no effect
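Cells expressing TRPV1 were dye-loaded with Fluo-8 and read kinetically: 10 s baseline, 3 min after compound (agonist portion), then 2 min after EC20 capsaicin (allosteric enhancer portion). Calcium-bound dye fluorescence at 480/520 nm.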
KCNH2 3.1 inh – qHTS for Inhibitors of KCHN2 3.1: Mutant qHTS | Potassium voltage-gated channel subfamily H member 2, brain isoform KCNH2 3.1 (human) | U2OS KCNH2 3.1, thallium flux FluxOr; hits give low values | activity change, % (tested at about 1.8 µM) | actives 0.95% (n = 340,000) | AID 720553, 2013;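 active = maximum activity change below -70%; inconclusive = maximum activity change from -70% to -50%; inactive = maximum activity change above -50%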;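 note: thallium influx rate constant from kinetic fluorescence after stimulation buffer; % is set by controls: 0 for no effect and ±100 for the full control effect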
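Thallium flux via FluxOr fluorescence (Red40 quencher, 45 min loading) in U2OS cells virally expressing the KCNH2 3.1 isoform (1.77 x 10^8 /mL virus, overnight at 37 C). Rate constants from 2-min kinetic reads post-stimulation, normalised to positive and negative controls.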
MLL CXXC-DNA inh – qHTS Fluorescence Polarization Assay for Inhibitors of MLL CXXC domain - DNA interaction. MLL-CXXC / FITC-HOXA9 DNA fluorescence polarization. AID 2662, 2010. Potency, µM (titrated, usually from 115 µM), for the others: at the highest dose activity change, negative = inhibition, usual class: inhibitors. actives 0.037% (n = 290,000). Histone-lysine N-methyltransferase 2A (Homo sapiens), Q03164; active = well fitted inhibition curve with a large enough effect in the polarisation, with a control signal flat, not every such curve was filed as active; inconclusive = small, poorly fitted or top-dose-only effect, or effect the other way, or a change in a side signal; inactive = no such curve, though single readings can be large or run the other way; the % refers to the polarisation; note: potency is the fitted concentration of half-maximal effect
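Purified MLL-CXXC (added from a 7 uM solution) was preincubated 5 min at ambient with pinned compounds in 50 mM Tris-HCl pH 7.5, 50 mM NaCl, 1 mM DTT, 0.05% BSA. Fluorescein-labeled HOX-A9 DNA (50 nM solution) followed, 30 min, then polarization read.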
PKM2 activator – qHTS Assay for Activators of Human Muscle isoform 2 Pyruvate Kinase | Pyruvate kinase PKM (Homo sapiens), P14618 | purified PKM2, Kinase-Glo ATP luminescence, activation; response scale: 0% is enzyme alone, no compound | Potency, µM (doses to about 57.5 µM), for inactives: at the highest dose activation, actives largely listed as activators | actives 0.34% (n = 260,000); note: potency is the fitted concentration of half-maximal effect; % is set by controls: 0 for no effect and ±100 for the full control effect; nearly all actives have a fitted effect of over 55% in size
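hPK-M2, >95% pure; 0.1 mM ADP / 0.5 mM PEP final; imidazole pH7.2 buffer w/ 7 mM MgCl2, 50 mM KCl; 1 h RT; Kinase-Glo lum. Intermediate enzyme activity for dual inhibitor/activator qHTS.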
FBPA coupling cs – qHTS Assay for Inhibitors of Fructose-1,6-bisphosphate Aldolase from Giardia Lamblia: Coupling assay counterscreen; actives 0.67% (n = 290,000); AID 2472, 2010; activity change, negative = inhibition, % at 58.2 µM, hits read low; coupling enzyme system counterscreen, AmpLite Red fluorescence; in the data active = activity change below about -30%; note: % is set by controls: 0 for no effect and ±100 for the full control effect
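Coupling enzymes only (glyceraldehyde-3-phosphate) + compound, at 57.5 uM final, 10 min RT; add substrate/coupling/AmpLite Red mix, 20 min RT; fluorescence ex 525/em 598 nm. Actives flag coupling-system interference.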
Giardia killer – Small Molecules that selectively kill Giardia lamblia: qHTS; Giardia lamblia trophozoite viability; activity change, % at 7.66 µM, hits read low; actives 0.15% (n = 340,000); in the data active = activity change below about -80%; inconclusive = between about -30% and that limit;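 note: parasites exposed to compound for two days anaerobically before the ATP read; % is set by controls: 0 for no effect and ±100 for the full control effect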
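Viability, read as ATP luminescence: trophozoites at 100 cells/well, compound added, 48 hrs anaerobic at 37 deg C, then 15-30 min room-temperature development before reading.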
B2AR arrestin – qHTS assay of beta-arrestin-biased ligands of beta2-adrenergic receptor. Beta-2 adrenergic receptor (Homo sapiens), P07550. beta-arrestin recruitment to beta2AR, cell-based reporter. Potency, µM (series often up to 46.1 µM), inactives show at the highest dose activation, hits mostly activators. actives 0.02% (n = 330,000). AID 492947, 2010;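 note: potency is the fitted concentration of half-maximal effect; 0% = DMSO controls and full agonism = EC100 isoproterenol or metaproterenol; nearly all actives have a fitted effect of over 65% in size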
USP2a block – qHTS Assay for Inhibitors of Ubiquitin-specific Protease USP2a Using CHOP2 as the Reporter. Potency, µM (highest dose often 38.3 µM), for the others: top-dose activity change, negative = inhibition, hits mostly inhibitors. USP2 core, Ub-CHOP2 coupled fluorogenic reporter, 485/531. actives 0.01% (n = 330,000). Ubiquitin carboxyl-terminal hydrolase 2 (Homo sapiens), O75604;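 note: potency is the fitted concentration of half-maximal effect; plate controls were DMSO wells for no effect and full inhibition by NEM control for full effect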
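Cell-free coupled assay: 10nM USP2 core preincubated 30min RT with compound in Tris-HCl pH 8.0/CaCl2/CHAPS buffer, then 25nM Ub-CHOP2 and 25nM reporter substrate; fluorescence (Ex 485/Em 531) read after 60min RT, normalized to NEM inhibition, concentration-response curves fitted.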
KCNH2 WT inh – qHTS for Inhibitors of KCHN2 3.1: Wildtype qHTS; activity change, % at 1.84 µM; U2OS, BacMam KCNH2, thallium flux FluxOr; hits give low values; actives 0.37% (n = 340,000); AID 720551, 2013;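 active = maximum activity change below -70%; inconclusive = maximum activity change between -70% and -50%; inactive = maximum activity change above -50%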; note: % is set by controls: 0 for no effect and ±100 for the full control effect
Target sequence (Q12809 whole entry, looked up): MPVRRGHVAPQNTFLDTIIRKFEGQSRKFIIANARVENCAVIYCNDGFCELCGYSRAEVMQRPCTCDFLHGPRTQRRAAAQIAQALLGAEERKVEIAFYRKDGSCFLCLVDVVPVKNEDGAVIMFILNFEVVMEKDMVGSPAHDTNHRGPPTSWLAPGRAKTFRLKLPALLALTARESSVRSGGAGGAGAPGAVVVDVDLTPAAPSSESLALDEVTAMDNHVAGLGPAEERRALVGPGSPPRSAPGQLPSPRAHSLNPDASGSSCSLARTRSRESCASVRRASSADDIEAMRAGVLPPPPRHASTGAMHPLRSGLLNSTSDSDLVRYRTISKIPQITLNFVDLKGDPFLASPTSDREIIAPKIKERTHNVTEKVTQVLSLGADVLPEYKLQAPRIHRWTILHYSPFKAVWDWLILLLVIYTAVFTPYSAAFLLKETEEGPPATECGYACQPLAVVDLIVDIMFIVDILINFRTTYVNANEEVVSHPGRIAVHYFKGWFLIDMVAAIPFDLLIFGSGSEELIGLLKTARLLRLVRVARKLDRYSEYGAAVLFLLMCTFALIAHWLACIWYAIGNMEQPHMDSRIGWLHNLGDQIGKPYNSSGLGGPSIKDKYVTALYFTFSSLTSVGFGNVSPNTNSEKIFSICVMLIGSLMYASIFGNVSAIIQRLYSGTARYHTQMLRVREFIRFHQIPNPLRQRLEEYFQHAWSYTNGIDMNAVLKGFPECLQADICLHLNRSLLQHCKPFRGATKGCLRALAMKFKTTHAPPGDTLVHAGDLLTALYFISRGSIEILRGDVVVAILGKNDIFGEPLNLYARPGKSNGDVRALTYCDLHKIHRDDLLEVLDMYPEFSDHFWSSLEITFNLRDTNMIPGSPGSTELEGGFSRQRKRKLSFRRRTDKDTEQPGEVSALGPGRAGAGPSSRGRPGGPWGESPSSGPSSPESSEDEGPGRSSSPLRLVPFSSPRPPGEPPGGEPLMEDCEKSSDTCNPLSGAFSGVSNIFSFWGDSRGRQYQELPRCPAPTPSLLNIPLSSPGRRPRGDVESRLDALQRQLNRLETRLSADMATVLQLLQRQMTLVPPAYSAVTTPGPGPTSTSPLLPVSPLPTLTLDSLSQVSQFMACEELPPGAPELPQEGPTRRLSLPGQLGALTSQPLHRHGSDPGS
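U2OS cells transduced with wild-type KCNH2 virus are loaded with FluxOr dye for 45 min, and thallium flux is measured in kinetic reads before and after stimulation buffer. Rate constants are normalized to DMSO controls.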
Menin-MLL TR inh – qHTS Assay for Inhibitors Targeting the Menin-MLL Interaction in MLL Related Leukemias: Competition With Texas Red Labeled MLL-derived Mutant Peptide; O00255; Menin + Texas Red MLL mutant peptide, fluorescence polarization; Potency, µM (titrated, usually from 61.6 µM), for inactives: top-dose FP activity change, negative = inhibition, actives largely listed as inhibitors; actives 0.23% (n = 270,000); AID 1768, 2009; active = well fitted inhibition curve with a large enough effect in the polarisation, with a control signal flat, not every such curve was filed as active; inconclusive = small, poorly fitted or top-dose-only effect, or effect the other way, or a change in a side signal; inactive = no such curve, though single readings can be large or run the other way; the % refers to the polarisation; note: potency is the fitted concentration of half-maximal effect; % of control where 0% means no effect; many of its hits are not listed in these tables
GALK inhibitor – qHTS Assay for Inhibitors of Human Galactokinase (GALK); Purified GALK, Kinase-Glo residual ATP luminescence; Potency, µM (series often up to 57.5 µM), for the others: at the top dose activity change, negative = inhibition, hits mostly inhibitors; actives 0.007% (n = 270,000); AID 1868, 2009; note: potency is the fitted concentration of half-maximal effect; % is set by controls: 0 for no effect and ±100 for the full control effect
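5 nM enzyme, 35 uM ATP, 100 uM galactose, 20 mM HEPES pH8.0, 5 mM MgCl2; 1 h RT; residual ATP by Kinase-Glo Plus luminescence, qHTS format.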
Numbers without * were called inactive; ? = inconclusive; . = no result given; & = joins results of further samples; [ ] = dose if it differs, or a comment. Unless noted, calls come from the whole dose curve; as a rule, active = well fitted curve in the direction sought with a large enough effect; inconclusive = small, poorly fitted or top-dose-only effect, or another doubt; inactive = no such curve, though single readings can be large; an effect the other way counts as inactive or inconclusive. This is a subset; count on the stated rates, not on these rows.

SMILES	TRPV1 ag	KCNH2 3.1 inh	MLL CXXC-DNA inh	PKM2 activator	FBPA coupling cs	Giardia killer	B2AR arrestin	USP2a block	KCNH2 WT inh	Menin-MLL TR inh	GALK inhibitor
COc1ccc(S(=O)(=O)NCC2CCCN(C(=O)CCC(F)(F)F)C2)cc1 (stereo not given)	2	4	1%	0%	2	-19	-0.1%	0%	3	4%	1%
COc1cc(OC)cc(C(=O)OCn2nnc3ccccc3c2=O)c1	8	-8	7%	3%	4	18	0.1%	3%	3	2%	-1%
CS(=O)(=O)c1ccccc1C(=O)N1CCN(Cc2ccccc2)CC1	0	0	4%	10%	4	-1	-1.1%	0%	2	-5%	-1%
COc1ccc2c(c1)c1ncn(CCCN3CCOCC3)c(=O)c1n2C	3	3	3%	0%	-3	36[activator]	-0.2%	5%	23	-1%	1%
CCOc1ccc(N2CC(C(=O)OCC(=O)NCc3ccccc3)CC2=O)cc1 (stereo not given)	-5	-1	-3%	-3%	3	3	-0.4%	-6%	2	15%	2%
CCc1ccccc1NC(=O)C1CCCN1S(=O)(=O)c1ccc2c(c1)n(C)c(=O)c(=O)n2C (stereo not given)	-2	-3	4%	.	.	16	0.4%	2%	-5	.	-6%
Cc1cccc(OCc2n[nH]c(=S)o2)c1C	0	-1	-3%	1%	9	-12	0.0%	0%	2	18%	1%
CC(=O)c1ccc(-n2nncc2C)cc1	0	2	-9%	-4%	2	10	0.3%	3%	-8	4%	3%
Cc1ccc2cc(CCNC(=O)c3c(-c4ccccc4Cl)noc3C)c(=O)[nH]c2c1	-1	11	4%	-2%	3	2	-0.2%	0%	-21	?	1%
CC(C)(C)c1ccc(C(=O)NCCc2ccccc2)cc1	?	-20	-3%	.	5	?	0.0%	2%	-14	0%	12%
O=c1[nH]c(N/N=C\c2ccc(F)cc2)nc2ccccc12	7	-22	8%	-5%	1	-19	0.1%	0%	0	-1%	-1%
Cc1nc2c(S(=O)(=O)c3ccccc3)cnn2c(C)c1C	2	11	3%	?	-1	6	-0.1%	3%	19	-14%	-1%
Cc1nc(NC(=O)c2cccnc2)ccc1Br	17	14	-2%	-2%	2	-15	0.1%	1%	-2	5%	0%
O=C(CCCn1c(SCC(=O)c2ccc(O)c(O)c2)nc2ccccc2c1=O)NCC1CCCO1 (stereo not given)	1	1	6%	2%	0	-16	0.4%	-1%	49	?	-3%
CNC(=O)c1ccccc1S(=O)c1ccccc1COC(C)=O (stereo not given)	3	-5	0%	-2%	0	12	-0.5%	-1%	-5	.	.
CCS(=O)(=O)NCCc1cc2c(OC)ccc(OC)c2[nH]c1=O	1	12	6%	1%	1	-19	0.1%	0%	0	0%	-4%
CC(=O)Nc1ccc(OS(=O)(=O)c2cc(Cl)ccc2C)cc1	12	-29	10%	-2%	0	-16	-0.2%	3%	-3	13%	-1%
Cc1ccc(C(=O)CN(C(=O)c2ccc(Cl)cc2)N2C(=O)c3ccccc3C2=O)cc1	3	7	-8%	3%	-1	-1	-0.7%	0%	34	3%	3%
Cn1c(=O)cc(OCC(=O)N2CCN(c3cccc(C(F)(F)F)c3)CC2)c2ccccc21	4	1	19%	-11%	-1	-18	0.4%	-3%	-18	-3%	0%
COc1ccccc1COCC(O)CN1CCN(S(=O)(=O)c2cccc(F)c2)CC1 (stereo not given)	-2	1	.	.	.	-6	-0.1%	0%	11	.	.
Cn1c(-c2ccc(F)cc2)cnc1NCc1cccc([N+](=O)[O-])c1	1	-24	8%	2%	-2	2	0.1%	-2%	14	-3%	3%
Cc1nn(-c2ccccc2)c(N)c1C1(O)C(=O)N(C)c2ccccc21 (stereo not given)	-3	19	-2%	-14%	3	-2	-0.3%	-1%	3	-2%	2%
CN=C(Nc1ccccc1)SC1CC(=O)N(c2cccc(OC)c2)C1=O (stereo not given)	?	-2	5%	10%	0	1	0.5%	-1%	-9	3%	0%
CCOC(=O)C1=C(C)NC(C)=C(C(=O)OCC)C1C(=O)OCC(=O)c1ccc2c(c1)OCCO2	0	4	-7%	1%	0	-6	-0.7%	0%	3	-1%	1%
COc1ccc(C(=O)C2CCCN(C(=O)c3cc4nc(C)cc(C)n4n3)C2)cc1F (stereo not given)	1	3	0%	-1%	-1	?	-0.4%	-2%	-26	-8%	1%
COc1ccccc1C(=O)COC(=O)COc1cccc2c1OC(C)(C)C2	12	-16	17%	1%	.	-16	0.0%	0%	-7	.	-5%
Cc1csc2nc(CCNS(=O)(=O)c3ccc4c(c3)OCCO4)cn12	.	-21	4%	10%	2	-10	-3.3%	2%	10	0%[11.7 µM]	3%
O=C(NCCn1ccc2ccccc21)c1ccc2c(c1)OCO2	?	-4	2%	-1%	-2	0	0.1%	-4%	-14	0%	3%
CCCS(=O)(=O)N1CCN(Cc2ccc3c(c2)c2ccccc2n3CC)CC1	12	1	-4%	5%	0	6	3.5%	-4%	23	0%	0%
C=CCN1c2ccccc2[C@]23C[C@@H](C(=O)OC)N=C2NC(C(=O)OC)=C(C(=O)OC)[C@H]13	-1	12	2%	1%[11.5 µM]	0&-5	-11	-0.1%	0%	-1	-12%[11.7 µM]	-3%
CCc1nc2c(C#N)c(-c3ccc(Cl)cc3)ccn2n1	2	-16	-7%	-7%	14	9	0.3%	-1%	-5	-13%	1%
Cc1ccc2c(CC(=O)NC3CCS(=O)(=O)C3)coc2c1C (stereo not given)	5	-2	0%	-1%	5	-26	0.1%	1%	11	15%	8%
Cc1nnc(NC(=O)CC(C)c2ccccc2)s1 (stereo not given)	-1	-2	-6%	-1%[11.5 µM]	2	1	-0.8%	0%	-7	-29%	7%
COc1cccc(C(=O)N2CCn3c2nc2ccccc23)c1	-1	11	-4%	-2%	5	-24	-0.2%	5%	3	-4%	5%
CCCC(C)(C)NC(=O)CCCCC(=O)NC(C)(C)CCC	10	14	0%	-3%	2	-7	-0.5%	0%	2	6%	-1%
Cc1cccc(N(Cc2cc3ccccc3[nH]c2=O)C(=O)c2cccs2)c1	-6	3	-5%	2%	4	-12	0.0%	-1%	-5	.	-3%
Oc1c(Cl)cc(CN2CCOCC2)c2cccnc12	-2	14	.	.	.	5	2.7%	1%	-5	.	.
Cc1ccc(NC(=S)N2CCN(c3ccccc3F)CC2)c(C)c1	9	-3	4%	0%[11.5 µM]	1	25	-0.1%	1%	8	6%	7%
CC(C)OC(=O)c1cc(NC(=S)Nc2ccc([N+](=O)[O-])cc2)cc(C(=O)OC(C)C)c1	30	8	-6%	5%	-4	-6	1.0%	0%	-19	19%	-3%
O=C(NC(=S)Nc1ccc(Cc2ccncc2)cc1)c1ccccc1	21	-17	3%	-2%	1	-14	0.0%	-4%	-5	-2%	-2%
CCN(CC)S(=O)(=O)c1ccc(OC)c(NC(=S)Nc2cccc(C)c2C)c1	-2	8	-1%	0%	-2	-12	-0.8%	1%	-5	5%	-4%
COC(=O)C1=C(C)n2cnnc2NC1c1ccc(Cl)cc1 (stereo not given)	-1	6	7%	1%	0	-14	-0.3%	-2%	7	11%	1%
CCOc1ccccc1NC(=O)CCC(=O)Nc1ccccc1OCC	19	10	15%	-13%	0	-11	-0.1%	2%	3	-28%	0%
O=C(O)C(NS(=O)(=O)c1ccccc1)C(O)c1ccccc1 (stereo not given)	2	0	-6%	2%	1	1	0.3%	2%	-3	5%	-2%
CC(C)c1ccc(NC(=O)COc2nnc(-c3cccs3)c(-c3cccs3)n2)cc1	0	6	15%	8%	7	-21	-0.7%	-2%	-7	-2%	0%
CC(NC(=O)c1ccc(N2CCCC2=O)cc1)c1ccccc1 (stereo not given)	-4	-19	-1%	-5%	1	-7	-0.1%	-3%	3	0%	-1%
